Ba/F3 V617F tox: reduce viability of Ba/F3 cells dependent on JAK2V617F; inhibition, % at 5.6 µM; actives 1.1% (n = 220,000); AID 1446; Ba/F3 EpoR-JAK2V617F viability, ATP luminescence;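 active = inhibition above the campaign mean plus 3 SD over all tested compounds, cut at about 24% in these data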;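 also: cytokine-independent growth of Ba/F3 cells driven by EpoR plus mutant JAK2; 0% = DMSO-treated cells and 100% = JAK inhibitor I control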
BaF3 tox: parental Ba/F3 viability inhibition as JAK2V617F counter-screen; actives 1.1% (n = 220,000); AID 1486; CellTiter-Glo ATP luminescence; inhibition, % at 5.6 µM;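 active = inhibition above a per-campaign cutoff, the mean inhibition of all tested compounds plus 3 SD, cut at about 27% in these data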;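 also: 0% = DMSO wells and 100% = JAK Inhibitor I control wells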
NPY Y1 blocker: antagonists of human neuropeptide Y receptor Y1 | HEK293-CNG Y1 cells, membrane potential fluorescence; NPY at EC95, then isoproterenol | inhibition, % at 3.6 µM | P25929 | actives 1% (n = 200,000);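 active = inhibition above the campaign mean inhibition of all tested compounds plus 3 SD, cut at about 20% in these data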;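 also: 0% = DMSO wells given NPY plus isoproterenol and 100% = isoproterenol alone without NPY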
Target sequence (P25929 whole entry, looked up): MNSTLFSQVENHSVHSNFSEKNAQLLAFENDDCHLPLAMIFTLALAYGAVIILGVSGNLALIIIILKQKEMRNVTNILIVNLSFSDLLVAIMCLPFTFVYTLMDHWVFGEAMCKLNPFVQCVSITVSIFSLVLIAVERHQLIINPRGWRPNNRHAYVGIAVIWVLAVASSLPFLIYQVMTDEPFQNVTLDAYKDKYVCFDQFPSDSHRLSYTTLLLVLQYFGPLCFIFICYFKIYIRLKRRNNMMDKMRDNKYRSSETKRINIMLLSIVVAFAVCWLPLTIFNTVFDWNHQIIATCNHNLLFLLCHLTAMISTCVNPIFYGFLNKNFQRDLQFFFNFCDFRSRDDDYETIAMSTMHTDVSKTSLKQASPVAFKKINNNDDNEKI
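Material: HEK293 cells with Y1 receptor plus CNG channel; times: compound incubation 1 h at room temperature, readout 45 min post-stimulation; signal: fluorescence, membrane potential probe; read-out basis: fluorescence ratio normalized to % inhibition between controls; benchmarks: full-block control isoproterenol-only wells, zero-block control NPY plus isoproterenol wells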
RBBP9 inhibitor: blocks human serine hydrolase RBBP9. O75884. recombinant RBBP9, FP-Rh probe fluorescence polarization. inhibition, % at 7.94 µM. actives 0.2% (n = 220,000);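 active = inhibition above the campaign mean of all tested compounds plus 3 SD, cut at about 14% in these data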;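 also: plate controls were DMSO wells with RBBP9 for no effect and wells lacking RBBP9 protein for full effect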
Target sequence (O75884 whole entry, looked up): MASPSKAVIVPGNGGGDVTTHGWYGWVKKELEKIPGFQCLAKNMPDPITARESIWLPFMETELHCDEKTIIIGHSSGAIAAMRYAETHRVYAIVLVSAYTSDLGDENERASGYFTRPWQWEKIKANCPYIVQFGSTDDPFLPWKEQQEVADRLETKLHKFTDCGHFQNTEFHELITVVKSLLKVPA
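Measured by: FP readout at 525/598 nm; material: recombinant human RBBP9; also added: Serine-hydrolase probe FP-Rh, 375 nM pre-mixing; medium: Tris buffer pH 8.0, NaCl, Pluronic; replication: one well per compound; doses: one concentration, 7.94 µM nominal, 0.794% DMSO; timing: preincubation 30 min plus labeling 45 min at 25 °C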
S1P4 ag: agonists of human S1P4 receptor; AID 1509; S1P4-expressing cell line, agonist reporter assay; activation, % at 4.98 µM; actives 0.35% (n = 220,000); O95977; in the data active = activation above about 11%;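 also: 0% = DMSO vehicle and 100% = reference agonist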
S1P4 antagonist: antagonists of human S1P4 receptor; inhibition, % at 4.98 µM; actives 0.26% (n = 220,000); S1P4-expressing cells, antagonist mode, reporter read-out; O95977; in the data active = inhibition above about 29%;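 also: 0% = wells stimulated with agonist and 100% = vehicle wells without agonist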
NPY1 pot ag: human NPY-Y1 potentiation or agonism, primary screen. actives 0.37% (n = 220,000). NPY-Y1 expressing cells, potentiator/agonist activation. AID 1304. activation, % at 3.6 µM. P25929; in the data active = activation above about 33%, passing the limit was not always enough;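 also: cells stimulated with NPY at EC10 then isoproterenol at EC100; 0% = low agonist plus stimulus and 100% = saturating agonist plus stimulus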
Runt-CBFb FRET: blocks binding of human RUNX1 Runt domain to CBFb. Q01196+Q13951. Cerulean-Runt/Venus-CBFb FRET ratio 530/480, 1 h. inhibition, % at 20 µM. actives 0.46% (n = 220,000). AID 1496;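 active = inhibition over about 50% at 20 µM in the single-dose screen, limit read from the data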;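 also: 0% = DMSO wells and 100% = excess unlabeled CBFb competitor control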
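Measured by: fluorescence energy transfer, 422 nm excitation, 530/480 nm emission; test system: Cerulean-tagged RUNX1 Runt domain (FRET donor) fusion protein; buffer or medium: Tris pH 7.5 buffer with BSA; compound: one dose, 20 µM compound, 1% DMSO; times: two 1 h room-temperature incubations shielded from light; benchmarks: unlabeled CBFb 5 µM, positive control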
NPY-Y2 PAM-ag: potentiators or agonists of human neuropeptide Y receptor Y2. P49146. cells expressing NPY-Y2, potentiator/agonist read-out. activation, % at 3.6 µM. actives 0.45% (n = 220,000); in the data active = activation above about 27%;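 also: cells stimulated with NPY near EC25 plus isoproterenol at EC100; 0% = vehicle plus submaximal agonist and 100% = vehicle plus saturating agonist; some results beyond the cut were filed as inactive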
Target sequence (P49146 whole entry, looked up): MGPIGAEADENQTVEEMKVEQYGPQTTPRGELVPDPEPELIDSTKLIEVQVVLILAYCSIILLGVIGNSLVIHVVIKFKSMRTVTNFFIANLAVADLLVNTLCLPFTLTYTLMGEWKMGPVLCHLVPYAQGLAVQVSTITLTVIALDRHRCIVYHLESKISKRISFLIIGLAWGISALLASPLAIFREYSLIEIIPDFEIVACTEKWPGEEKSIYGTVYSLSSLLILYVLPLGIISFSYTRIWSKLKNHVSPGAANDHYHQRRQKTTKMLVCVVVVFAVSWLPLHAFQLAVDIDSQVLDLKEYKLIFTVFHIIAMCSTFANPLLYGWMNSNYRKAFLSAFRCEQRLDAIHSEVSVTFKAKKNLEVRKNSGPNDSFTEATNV
The depositor's hits bear a star; . = not tested or not shown.

SMILES | Ba/F3 V617F tox | BaF3 tox | NPY Y1 blocker | RBBP9 inhibitor | S1P4 ag | S1P4 antagonist | NPY1 pot ag | Runt-CBFb FRET | NPY-Y2 PAM-ag
COCCOC(=O)c1sc(=S)n(CCOC)c1N | 0 | 3 | 0 | -5 | 1.6 | 14 | 6 | 2 | 2
O=C(CN(CC1CCCO1)C(=O)CCC(=O)Nc1nccs1)NCc1ccc2c(c1)OCO2 (configuration not stated) | -3 | 2 | -7 | -5 | 0.5 | 0 | 15 | 2 | 7
C=CCOC(=O)C1=C(C)OC(N)=C(C#N)C1c1ccc2c(c1)OCO2 (configuration not stated) | 7 | 7 | -3 | -9 | -2.1 | -7 | 4 | 0 | -19
O=C(CSc1cccc2cccc(Cl)c12)NCc1cccs1 | 1 | 7 | 4 | -9 | 1.7 | -16 | -23 | 0 | -8
CCN(CC)S(=O)(=O)c1ccc(NC(=O)c2nc3nc(C)cc(C)n3n2)cc1 | -3 | -10 | . | 0 | 1.8 | 0 | 22 | 1 | -9
Cc1ccc(C(=O)c2cc([N+](=O)[O-])ccc2N2CC(C)OC(C)C2)cc1 (configuration not stated) | -1 | 6 | 0 | -1 | -1.0 | -7 | -10 | -1 | 6
O=C(Nc1cc(Sc2ccccn2)cc([N+](=O)[O-])c1)c1cccc(F)c1 | -2 | 3 | -2 | -23 | -1.1 | -25 | 8 | -2 | 9
CCOc1ccc2[nH]c(=O)c(CN(CC3COCCO3)C(=O)c3ccc(C)cc3)cc2c1 (configuration not stated) | -2 | 2 | 1 | 8 | 3.9 | -23 | -10 | -1 | 3
COc1ccc(NC(=O)CSc2ccc3c4c(cccc24)C(=O)c2ccccc2-3)cc1 | -2 | 0 | 3 | -1 | 1.5 | -14 | 5 | -35 | -6
COc1ccc(CNC(=O)C2(C)Cc3ccccc3C(=O)O2)cc1 (configuration not stated) | -4 | 0 | -4 | 3 | 0.1 | -4 | 3 | 1 | 11
Cc1cc(C(C)(C)C)oc1C(=O)Nc1ccc(CC(=O)O)cc1 | -2 | 6 | 0 | 3 | -0.7 | -9 | 4 | 0 | 5
CCC(C)n1c(SCc2ccccc2)nc2ccsc2c1=O (configuration not stated) | 5 | 11 | 12 | -6 | 1.3 | 2 | -6 | -3 | -8
COC(=O)Nc1nn(-c2ccc(Cl)cc2)c(=O)c(C#N)c1C | -2 | -5 | . | 1 | -1.0 | -16 | 15 | -1 | 3
CCOC(=O)C=C(C(=O)OCC)C(=O)OCC | 1 | 7 | 2 | -2 | -1.1 | -7 | 11 | 4 | -2
Cc1ccc(S(=O)(=O)NCC(=O)OCC(=O)c2cc(C)n(-c3ccccc3)c2C)cc1 | 0 | 5 | 4 | -9 | 2.0 | -9 | -12 | 1 | -7
CC(Sc1nc2ccccc2n1C)C(=O)NC(c1ccccc1)c1ccccc1 (configuration not stated) | 1 | 5 | 8 | -9 | 0.3 | -4 | 2 | 0 | -16
CCN1C(=O)CC(N2CCC(c3nc4ccccc4[nH]3)CC2)C1=O (configuration not stated) | -2 | 2 | -1 | 7 | 0.7 | -8 | 10 | 0 | -15
CCOC(=O)N1CCN(CCC(=O)Nc2ccccc2OC)CC1 | 1 | 3 | -1 | -12 | 0.6 | -9 | -3 | -1 | -9
CCOC(=O)C1CCCN(C(=O)C(C)Oc2ccc(Cl)cc2Cl)C1 (configuration not stated) | 3 | 6 | 6 | 3 | -1.3 | 0 | -31 | -3 | -2
CS(=O)(=O)Nc1cccc(C2=NN(S(C)(=O)=O)C(c3ccccc3)C2)c1 (configuration not stated) | 2 | 7 | 1 | 2 | 1.3 | 5 | -5 | -1 | 5
CCOC(=O)C(Sc1ncc(C#N)c(N)n1)C(C)C (configuration not stated) | -2 | 3 | -10 | 1 | -2.5 | 6 | 33 | 24 | 42*
Cc1ccc(C)c2c1sc(=NC(=O)CN1C(=O)CCC1=O)n2C | -1 | 7 | 5 | -6 | 0.3 | -10 | 24 | 1 | 6
Cc1ccc(N=Cc2cc(Cl)cc(Cl)c2O)nc1 | -2 | 0 | -6 | -6 | 1.1 | -25 | 2 | -24 | 0
COc1cc(CC(=O)OCn2nnc3ccccc3c2=O)cc(OC)c1OC | 2 | -2 | 1 | -7 | 0.6 | -3 | 4 | 0 | 6
O=C1c2ccccc2NC(c2ccccc2)N1/N=C/c1ccccc1 (configuration not stated) | 2 | 4 | 0 | -5 | 0.9 | -9 | -3 | -3 | -20

NPY-Y2 PAM-ag, hit marks shown above.
| SMILES | RBBP9 inhibitor | S1P4 ag | S1P4 antagonist | NPY1 pot ag | Runt-CBFb FRET | NPY-Y2 PAM-ag |
| --- | --- | --- | --- | --- | --- | --- |
| CCOC(=O)C(Sc1ncc(C#N)c(N)n1)C(C)C (configuration not stated) | 1 | -2.5 | 6 | 33 | 24 | 42* |

(cont.)
SMILES | Ba/F3 V617F tox | BaF3 tox | NPY Y1 blocker | RBBP9 inhibitor | S1P4 ag | S1P4 antagonist | NPY1 pot ag | Runt-CBFb FRET | NPY-Y2 PAM-ag
COCCNC(=S)NCCCNc1nc2cc3c(cc2cc1C#N)OCO3 | -4 | 3 | 7 | -11 | 2.5 | -13 | 23 | 15 | 6
Cc1ccc(NC(=S)N(Cc2ccc(Cl)cc2)Cc2ccc(C(=O)O)cc2)cc1Cl | 0 | 12 | -4 | 3 | -0.4 | -6 | 16 | -8 | 11
O=C1CC(c2ccccc2)Sc2ccccc2N1 (configuration not stated) | 1 | 9 | 2 | -3 | -0.8 | -1 | 0 | -1 | 8
CCOC(=O)N1CCN(Cc2nc3c(c(=O)n(C)c(=O)n3C)n2CCCc2ccccc2)CC1 | -2 | -2 | 5 | -5 | -0.4 | 6 | -11 | -1 | -1
Cc1cc(C)n(-c2nc3c(c(=O)[nH]c(=O)n3C)n2CCc2ccccc2)n1 | -3 | 3 | 2 | -5 | 2.7 | 0 | 8 | 0 | 4
CN(C)S(=O)(=O)c1cccc(NC(=O)CCNC(=O)c2ccccc2Cl)c1 | 0 | 4 | 1 | -5 | -0.6 | -12 | -7 | 0 | -14
O=C(Nc1ccc(Cl)cn1)c1ccc(-c2ccc(Cl)c(Cl)c2)o1 | -3 | 0 | -3 | -3 | -3.1 | -25 | -1 | . | -8
Brc1ccc(-c2c[n+]3c(n2-c2ccccc2)SCC3)cc1 | 64* | 59* | . | -2 | 0.9 | -8 | -1 | -2 | -11
Nc1nnc(/C=C/c2ccccc2Cl)s1 | -1 | 1 | . | -5 | 0.3 | 2 | -4 | 4 | -5
O=C(NCc1cccnc1)c1cc(Cl)ccc1[N+](=O)[O-] | 3 | 5 | 9 | -3 | -0.9 | -11 | 23 | -3 | 16
CC1CCCC(C)N1C(=O)COc1ccc(F)cc1 (configuration not stated) | 3 | 2 | 8 | -5 | -1.0 | 7 | 4 | 2 | -4
CCOC(=O)C(=O)Nc1nnc(SCc2ccc(F)cc2)s1 | 2 | 5 | 7 | 0 | 0.7 | -5 | -5 | 0 | 0
CCOc1ccccc1N/C=C/C(=O)C(C)(C)C | -4 | 2 | 4 | -6 | -1.9 | -14 | 2 | 1 | 6
C/C(NC(=O)c1ccccc1)=C1/C(=O)CC2C1C2(C)C (configuration not stated) | -3 | 1 | 10 | -2 | 0.2 | -10 | -23 | -1 | 0
CCOC(=O)N1CCC(Nc2c(Nc3ccc(F)cc3)c(=O)c2=O)CC1 | -3 | 3 | 9 | 10 | 1.1 | -7 | -18 | 4 | -3
Nc1cccc(-c2ccc(CO)o2)c1 | -2 | 3 | 2 | -9 | 2.5 | -30 | 7 | 4 | -1
O=C(O)C1CC(=O)N(c2ccc(Br)cc2)C1 (configuration not stated) | 1 | 4 | 8 | -2 | 0.5 | -8 | -28 | 0 | -12
CCc1nccn1CCC(=O)N1CCc2c([nH]c3ccccc23)C1CC(C)C (configuration not stated) | -1 | 1 | . | 5 | 1.1 | 2 | 0 | 1 | 0
CCOc1ccccc1OCCn1ncc2ccc(OC)c(OC)c2c1=O | 1 | 3 | 2 | -5 | 2.0 | -9 | 0 | 8 | -7
Cc1ccc(C2Nc3ccccc3C(=O)N2Cc2ccco2)cc1 (configuration not stated) | 0 | 9 | -6 | -6 | 0.9 | -22 | -16 | 0 | 3
N#Cc1cccnc1N1CCN(C(=O)c2ccco2)CC1 | -1 | -2 | . | -2 | 0.7 | 6 | -9 | -3 | -1
CCOC(=O)c1cnn(-c2ccc(NS(=O)(=O)c3ccc(Cl)cc3)cc2)c1C(F)(F)F | 0 | -2 | . | -8 | 0.3 | -2 | 9 | -2 | 17
COC(=O)c1sc(NC(C)=O)c(C(=O)OC)c1C | 1 | 0 | -2 | -7 | 0.9 | -1 | -5 | 5 | 3
O=C(CSc1nnc(CNc2ccc(Cl)cc2)o1)Nc1nc2c(s1)CCCC2 | -1 | 1 | 1 | -10 | -0.3 | -5 | 10 | 0 | 1
COCCNc1c([N+](=O)[O-])c(=O)n(-c2ccccc2)c2ccccc12 | -2 | 0 | 4 | -7 | 0.6 | -3 | 7 | 7 | 7

Gathered by group: those above containing a thiophene ring, fused or not (3)
SMILES | Ba/F3 V617F tox | BaF3 tox | NPY Y1 blocker | RBBP9 inhibitor | S1P4 ag | S1P4 antagonist | NPY1 pot ag | Runt-CBFb FRET | NPY-Y2 PAM-ag
O=C(CSc1cccc2cccc(Cl)c12)NCc1cccs1 | 1 | 7 | 4 | -9 | 1.7 | -16 | -23 | 0 | -8
CCC(C)n1c(SCc2ccccc2)nc2ccsc2c1=O (configuration not stated) | 5 | 11 | 12 | -6 | 1.3 | 2 | -6 | -3 | -8
COC(=O)c1sc(NC(C)=O)c(C(=O)OC)c1C | 1 | 0 | -2 | -7 | 0.9 | -1 | -5 | 5 | 3

Continued:
SMILES | Ba/F3 V617F tox | BaF3 tox | NPY Y1 blocker | RBBP9 inhibitor | S1P4 ag | S1P4 antagonist | NPY1 pot ag | Runt-CBFb FRET | NPY-Y2 PAM-ag
COc1ccc2cc(-c3cc(C(=O)O)c4ccccc4n3)ccc2c1 | 13 | 15 | 2 | -3 | -3.1 | -14 | -27 | -2 | -3
CCc1c(C)nc2c(OC)cccc2c1Cl | 0 | 6 | 7 | -14 | 1.2 | -31 | 8 | -1 | -3
Cc1c(C(=O)N2CCN(c3ccccn3)CC2)cccc1[N+](=O)[O-] | 3 | 7 | -1 | -4 | -0.6 | -6 | -8 | -1 | 6
O=[N+]([O-])c1cccc(Cl)c1NCCNS(=O)(=O)c1ccccc1 | 1 | 7 | 3 | -6 | 2.4 | -6 | -6 | -4 | -32
C/C(=C/c1ccccc1)C(=O)N1CC(C)OC(C)C1 (configuration not stated) | -1 | 5 | 3 | -2 | -0.5 | 6 | 20 | -3 | -3
CC(=O)Nc1ccc(S(=O)(=O)NNC(=O)c2ccc(S(=O)(=O)N3CCCCC3)cc2)cc1 | -2 | 3 | 1 | -2 | -0.8 | -9 | -4 | 0 | 7
O=c1cc(N2CCCCCC2)[nH]c(=O)n1-c1ccc(Cl)cc1 | 1 | -1 | 2 | -1 | -1.0 | 5 | -2 | 0 | -11
CON(C)c1nc(NCC(C)C)nc(OCC#N)n1 | -3 | 2 | -2 | 3 | -1.2 | 5 | -1 | -4 | -10

High-throughput results: PubChem, several laboratories
